Tn6 DDE FP – DD(E)-Tn6 binding inhibition, primary FP screen; inhibition, % at 8.3 µM; Fibrin DD(E) TRITC-Tn6 fluorescence polarization displacement; P02675; AID 720509; hit rate 0.21% among 370,000;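 active = inhibition above a per-campaign cutoff: mean of compounds within control limits plus 3 SD, cut at about 15% in these data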;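 also: 0% = median of all compound wells on the plate and 100% = blocking peptide control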
PLC-beta3 inh – inhibitors of human phospholipase C beta3; Q01970; Purified PLC-beta3, fluorogenic substrate, fluorescence; inhibition, % at 12.2 µM; hit rate 0.18% among 370,000; in the data active = inhibition above about 11%;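 also: 0% = median of compound wells on plate and 100% = full blocker control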
ADAM10 inh – inhibitors of human ADAM10; O14672; recombinant ADAM10, EDANS/DABCYL FRET peptide cleavage, 3 h; inhibition, % at 7 µM; hit rate 0.62% among 370,000;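 active = inhibition above a per-campaign cutoff equal to the mean of compounds falling between control-based bounds plus 3 SD, cut at about 20% in these data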;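 also: 0% = DMSO wells while the 100% control is not disclosed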
PLCg1 inh – blocks human PLC-gamma1 enzyme activity; P19174; purified PLC-gamma1, fluorogenic substrate, fluorescence; inhibition, % at 12.2 µM; hit rate 0.84% among 370,000; in the data active = inhibition above about 9.5%
SIAE inh – inhibitors of human sialic acid acetylesterase SIAE; Q9HAT2; SIAE FP-Rh probe binding, fluorescence polarization; inhibition, % at 9.66 µM; hit rate 0.69% among 370,000; AID 1053197;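 active = inhibition above a cutoff: mean of compounds within the control limits plus 3 SD of those, cut at about 17% in these data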;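 also: 0% = plate median of compound wells and 100% = probe without SIAE protein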
TDP2 absorb – TDP2 (human) inhibition, absorbance primary screen; O95551; recombinant TDP2, T5PNP hydrolysis, p-nitrophenol absorbance 415 nm; inhibition, % at 12.8 µM; hit rate 0.34% among 370,000; AID 720702;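 active = inhibition above the mean of all tested compounds plus 3 SD, set per campaign, cut at about 25% in these data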;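 also: 0% = DMSO with enzyme and 100% = buffer with substrate but no TDP2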
Target sequence (O95551 whole entry, looked up): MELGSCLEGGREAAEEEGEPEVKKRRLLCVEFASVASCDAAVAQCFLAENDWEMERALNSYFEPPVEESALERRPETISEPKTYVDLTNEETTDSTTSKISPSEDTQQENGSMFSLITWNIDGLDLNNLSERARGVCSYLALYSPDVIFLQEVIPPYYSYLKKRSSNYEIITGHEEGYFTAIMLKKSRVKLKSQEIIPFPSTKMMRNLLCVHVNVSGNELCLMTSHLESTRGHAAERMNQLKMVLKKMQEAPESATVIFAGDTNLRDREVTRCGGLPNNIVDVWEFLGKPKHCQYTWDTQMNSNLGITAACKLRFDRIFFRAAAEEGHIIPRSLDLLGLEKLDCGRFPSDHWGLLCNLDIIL
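Test system: Human TDP2 enzyme | Reagent: 5 mM T5PNP | Compound dosing: 12.8 µM single point, 1% DMSO | Incubation: Enzyme reaction with compound for 2 h at 37 °C | Technique: p-Nitrophenol epi absorbance | Read-out: % inhibition relative to enzyme-containing and enzyme-free wells | Benchmarks: High control without enzyme, low control DMSO plus TDP2 | Replicates: Singlicate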
ADAM17 inh – inhibitors of human ADAM17. P78536. inhibition, % at 6.95 µM. recombinant ADAM17, EDANS/DABCYL FRET peptide cleavage. hit rate 0.83% among 370,000. AID 720648;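 active = inhibition above the mean of compounds lying between control limits plus 3 SD, set per campaign, cut at about 8.5% in these data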;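 also: 0% = DMSO-only wells as the low control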
Target sequence (P78536 215-824 limits assumed): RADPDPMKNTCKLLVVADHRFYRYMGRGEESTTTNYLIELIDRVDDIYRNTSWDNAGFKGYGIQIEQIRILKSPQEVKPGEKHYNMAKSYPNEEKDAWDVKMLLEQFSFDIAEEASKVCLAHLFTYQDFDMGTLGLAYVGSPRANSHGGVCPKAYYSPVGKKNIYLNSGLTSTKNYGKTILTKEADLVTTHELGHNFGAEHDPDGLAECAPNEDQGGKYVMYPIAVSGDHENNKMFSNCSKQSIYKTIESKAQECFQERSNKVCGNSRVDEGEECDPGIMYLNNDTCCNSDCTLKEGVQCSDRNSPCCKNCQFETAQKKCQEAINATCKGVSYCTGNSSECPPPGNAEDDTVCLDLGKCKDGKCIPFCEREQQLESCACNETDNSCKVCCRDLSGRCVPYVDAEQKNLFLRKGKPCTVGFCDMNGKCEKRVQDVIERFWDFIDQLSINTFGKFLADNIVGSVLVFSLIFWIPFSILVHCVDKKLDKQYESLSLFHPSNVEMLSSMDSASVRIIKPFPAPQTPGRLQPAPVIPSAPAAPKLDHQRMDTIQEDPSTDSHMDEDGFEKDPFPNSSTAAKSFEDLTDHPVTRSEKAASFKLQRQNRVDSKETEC
ARFGAP1 inhibitor – inhibitors of rat ARFGAP1; Q62848; Arfgap1-stimulated ARF1 GTP hydrolysis, GDP FP detection; inhibition, % at 16.5 µM; hit rate 0.26% among 360,000;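 active = inhibition above a per-plate limit, mean inhibition of low control wells plus 3 SD, cut at about 25% in these data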;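 also: 0% = DMSO wells with enzyme and 100% = wells lacking Arfgap1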
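material = rat Arfgap1 catalytic domain, aa 1-136 | also added = human ARF1(Δ1-17)-GTP substrate | compound dosing = one concentration, 16.5 µM, DMSO 1.26% | times = GTP hydrolysis reaction 2 h at 25 °C | measured by = FP, GDP Alexa 633 tracer displaced from anti-GDP antibody, 620/688 nm | evaluation = percent inhibition of Arfgap1-stimulated GTP hydrolysis | replication = single well per compound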
ASAP1 GAP inh – inhibitors of human ASAP1 ArfGAP activity; Q9ULH1; ASAP1-stimulated ARF1 GTP hydrolysis, GDP FP detection; inhibition, % at 16.5 µM; hit rate 0.19% among 360,000; AID 624377; in the data active = inhibition above about 25%;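 also: 0% = vehicle with enzyme and substrate and 100% = no enzyme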
DDE Tn7 FP inh – DD(E)-Tn7 binding inhibition, primary FP screen; P02675; FP displacement of FITC-Tn7 peptide from fibrin DD(E); 0% = median of compound wells per plate; inhibition, % at 8.3 µM; hit rate 0.13% among 370,000; AID 720508;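 active = inhibition above the mean of compounds falling within the control limits plus 3 SD of them, cut at about 14% in these data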;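 also: 0% = plate median of compound wells and 100% = 10 µM Aha-Tn7 peptide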
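System: human fibrin DD(E); quantity: Fibrin-DD(E) at 2 µM final; also added: fluorescent Tn7 probe at 0.1 µM; compound dosing: single nominal test concentration of 8.3 µM per compound; schedule: 10 min preincubation, 3 h with tracer, room temperature; detection: fluorescence polarization of the labelled Tn7 tracer; repeats: one replicate per compound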
The depositor's hits bear a star; i = inactive; / = not tested or not shown.

Sample of the layout, eight compounds:
SMILES | Tn6 DDE FP | PLC-beta3 inh | ADAM10 inh | PLCg1 inh | SIAE inh | TDP2 absorb | ADAM17 inh | ARFGAP1 inhibitor | ASAP1 GAP inh | DDE Tn7 FP inh
CN1/C(=C/C=C/c2n(C)c3cc([N+](=O)[O-])c([N+](=O)[O-])cc3[n+]2C)C(C)(C)c2ccccc21 | -6 | 13* | -5 | 9.7* | 6 | -6 | 9.9* | 14 | 9 | -3
Cn1nc(C2CC2)cc1NC(=O)C1(C)CCN1C(=O)CCc1ccccc1 (stereo not drawn) | -2 | 6 | -4 | 2 | 3 | -8 | -7 | 4 | -18 | -7
Cc1ccc(NC(=O)C2CC(=O)N(Cc3ccccc3)C2)cc1S(=O)(=O)N1CCCCCC1 (stereo not drawn) | 5 | 1 | 11 | 0 | -9 | 5 | 5 | 7 | 6 | 8
O=c1c(N2CCCCC2)coc2ccccc12 | -2 | 0 | -5 | -2 | 4 | 5 | 1 | 13 | -11 | -2
CN1C(C(=O)Nc2ccc(C(=O)O)cc2)=C(O)c2ccccc2S1(=O)=O | 6 | -140 | -10 | -119 | 4 | -2 | -4 | -3 | 10 | 1
COC(=O)c1sc(NC(=O)c2oc3ccccc3c2C)nc1C | -11 | 1 | 3 | -3 | -4 | -10 | 1 | 0 | 16 | -1
c1ccc2c(-c3c[nH]c4ccccc34)c3ccccc3nc2c1 | -8 | -163 | -8 | -134 | -4 | 9 | -4 | 7 | 8 | 3
COc1ccc(N(C(=O)Nc2ccc(Cl)cc2)C2=NCCC2)cc1 | -1 | -2 | -4 | 0 | -4 | 6 | -4 | 7 | 3 | 3

This part in full, from the first entry:
SMILES | Tn6 DDE FP | PLC-beta3 inh | ADAM10 inh | PLCg1 inh | SIAE inh | TDP2 absorb | ADAM17 inh | ARFGAP1 inhibitor | ASAP1 GAP inh | DDE Tn7 FP inh
CN1/C(=C/C=C/c2n(C)c3cc([N+](=O)[O-])c([N+](=O)[O-])cc3[n+]2C)C(C)(C)c2ccccc21 | -6 | 13* | -5 | 9.7* | 6 | -6 | 9.9* | 14 | 9 | -3
Cn1nc(C2CC2)cc1NC(=O)C1(C)CCN1C(=O)CCc1ccccc1 (stereo not drawn) | -2 | 6 | -4 | 2 | 3 | -8 | -7 | 4 | -18 | -7
Cc1ccc(NC(=O)C2CC(=O)N(Cc3ccccc3)C2)cc1S(=O)(=O)N1CCCCCC1 (stereo not drawn) | 5 | 1 | 11 | 0 | -9 | 5 | 5 | 7 | 6 | 8
O=c1c(N2CCCCC2)coc2ccccc12 | -2 | 0 | -5 | -2 | 4 | 5 | 1 | 13 | -11 | -2
CN1C(C(=O)Nc2ccc(C(=O)O)cc2)=C(O)c2ccccc2S1(=O)=O | 6 | -140 | -10 | -119 | 4 | -2 | -4 | -3 | 10 | 1
COC(=O)c1sc(NC(=O)c2oc3ccccc3c2C)nc1C | -11 | 1 | 3 | -3 | -4 | -10 | 1 | 0 | 16 | -1
c1ccc2c(-c3c[nH]c4ccccc34)c3ccccc3nc2c1 | -8 | -163 | -8 | -134 | -4 | 9 | -4 | 7 | 8 | 3
COc1ccc(N(C(=O)Nc2ccc(Cl)cc2)C2=NCCC2)cc1 | -1 | -2 | -4 | 0 | -4 | 6 | -4 | 7 | 3 | 3
O=C1C2CC(O)CN2C(=O)N1c1ccccc1 (stereo not drawn) | 1 | 5 | 12 | 9 | 2 | -9 | 0 | -6 | 0 | -3
CCCCN(CC)CCNC(=O)c1cc2c(-c3ccc(Cl)cc3)nn(C)c2s1 | -2 | -161 | -495 | -107 | -16 | -5 | -194 | 13 | 18 | 6
CNC(=O)NC(=O)C(C)N1CCN(C/C=C/c2ccccc2)CC1 (stereo not drawn) | -2 | -8 | -5 | -96 | -5 | -2 | -4 | 11 | -1 | 4
CCNC(=O)NC(=O)C(C)OC(=O)c1oc2ccc(OCC)cc2c1C (stereo not drawn) | 1 | -18 | -25 | -14 | -6 | 4 | -10 | -1 | -4 | 4
CCOc1ccc(CN2CCCC(CO)(Cc3ccc(F)cc3)C2)cc1 (stereo not drawn) | -4 | -7 | 4 | 1 | 10 | 6 | -4 | 14 | 0 | -2
O=C(NCCC(=O)N1CCN(c2ccccn2)CC1)c1ccc(Br)cc1 | 7 | -1 | -37 | 3 | -6 | -5 | -1 | 1 | 12 | -10
COc1cc(NS(=O)(=O)c2ccc3c(c2)C(C)(C)C(=O)N3C)cc(OC)c1 | 0 | 0 | -1 | 0 | 2 | -6 | 2 | 2 | -13 | -8
COc1ccc(Nc2nc3ccccc3s2)cc1 | 0 | 0 | 13 | 2 | 6 | 3 | 3 | 13 | -1 | 3
CC(NC(=O)c1ccc(N2CCCC2=O)cc1)c1ccccc1 (stereo not drawn) | 9 | -2 | -2 | -2 | -4 | 0 | -1 | 2 | 1 | -1
COc1ccccc1Cn1c(=S)[nH]c2cc(C(=O)N3CCCC3)ccc2c1=O | 0 | 1 | 0 | 2 | -3 | -12 | -5 | 1 | -1 | -2
CCN(CCNC(=O)c1cccc(N2CCCC2=O)c1)c1ccccc1 | -5 | 4 | 2 | 3 | -1 | 0 | -2 | 4 | 3 | -11
CCCC(C(=O)Nc1nccs1)c1ccccc1 (stereo not drawn) | -3 | -1 | 1 | 1 | 2 | 3 | 0 | 5 | -15 | 3
OCCC1CN(Cc2c(O)ccc3ccccc23)CCN1CCc1ccccc1 (stereo not drawn) | -3 | -7 | -33 | -8 | 5 | -1 | -14 | 9 | 4 | -2
Cc1cccc(-c2noc(CN(C(=O)c3ccc4c(c3)OCO4)C(C)C)n2)c1 | 2 | -3 | 4 | -3 | 0 | -7 | 3 | 1 | 7 | 9
Cc1ccc(S(=O)(=O)N2C[C@H]3C(=O)C[C@@H](c4ccccc4)N(S(=O)(=O)c4ccc(C)cc4)[C@H]3C[C@H]2c2cccs2)cc1 | 6 | -1 | -11 | 0 | -17 | -2 | -3 | 8 | -12 | 1
O=C(COC(=O)/C=C/c1ccccc1Cl)NC1CCCC1 | 3 | -8 | -1 | -1 | -1 | 6 | -3 | -3 | 8 | 4
CC(C)=CCC(C)(C)/C=N/NC(N)=O | -2 | -3 | -1 | 4 | 4 | -12 | -8 | 6 | -6 | 6
COc1ccc(-c2nnc(SCc3ccccc3)n2N)cc1 | -6 | 1 | 3 | 1 | 7 | 6 | 0 | 5 | -1 | -2
C[C@H]1[C@@H](OC(=O)Nc2ccccc2C(F)(F)F)CC[C@@]23CCCN2C(=O)CCC[C@@H]13 | 2 | 5 | 3 | 4 | 2 | -7 | -1 | / | / | -6
Cc1nc(N2CCCCC2)c2ccsc2n1 | -5 | 4 | -1 | 1 | 5 | 7 | 0 | 5 | -4 | 1
CCOc1[nH]n(-c2ccccc2)c(=O)c1C=NCc1ccncc1 | -5 | -5 | -1 | 0 | 0 | -4 | -3 | -7 | -4 | 3
CCC(=O)Nc1cc(Cl)ccc1C(=O)O | 0 | -3 | 3 | -3 | 2 | 2 | 1 | -6 | 4 | -6
Cc1ccc(S(=O)(=O)N2C[C@H]3[C@H]4C(=O)N(c5ccccc5)C(=O)[C@H]4CC(=O)[C@H]3[C@@H]2c2cccc3ccccc23)cc1 | -4 | -3 | 12 | 6 | -5 | -6 | 4 | -11 | 11 | -1
CN(C(=O)CSc1nc2ccccc2o1)C1CCS(=O)(=O)C1 (stereo not drawn) | 7 | -4 | -4 | 0 | -1 | -15 | -2 | -24 | -1 | 0
C[C@H]1CN([C@@H](C)CO)C(=O)c2cc(NC(=O)C3CCCCC3)ccc2O[C@H]1CN(C)CC1CCCCC1 | -6 | 1 | -2 | 2 | -4 | -12 | 1 | 6 | 3 | 1
COCCN(C(=O)CSc1nnc(C)n1-c1ccccc1)c1c(N)n(Cc2ccccc2)c(=O)[nH]c1=O | -1 | 2 | -3 | 2 | -2 | -1 | 3 | 1 | -5 | -2
Oc1ccc(NCc2ccccc2OCc2ccccc2F)cc1 | 8 | -182 | -141 | -146 | 34* | 16 | -46 | -1 | 11 | 6
Cc1nc2cc(NC(=O)c3ccc(N4C(=O)CCC4=O)cc3)ccc2s1 | -3 | -3 | -4 | 3 | -1 | -4 | -1 | -9 | -3 | -7
Cc1cccc(C)c1NC(=O)CN(C)c1ccc(C(F)(F)F)cn1 | -4 | 0 | -4 | 0 | -3 | -7 | -1 | 0 | -7 | -3
CCSc1nnc(NC(=O)c2cccc(S(=O)(=O)N(C)c3ccc(C)cc3)c2)s1 | -3 | -16 | 4 | -16 | 3 | -1 | 2 | 7 | -4 | 5
N#C/C(=C\c1ccc(-c2ccccc2C(=O)O)o1)c1nc2ccccc2[nH]1 | -4 | -46 | -16 | -31 | -17 | 9 | -10 | 17 | 11 | 7
CCOC(=O)c1ccc(O)c(-n2cc3c(c2-c2ccccc2)c(=O)n(C)c(=O)n3C)c1 | -3 | -11 | 0 | -8 | 8 | 4 | -7 | -5 | 11 | -6
CC(C)(C)C1CCc2c(sc(NC(=O)CSc3ncn[nH]3)c2C#N)C1 (stereo not drawn) | -9 | 1 | -8 | -1 | -8 | 5 | 0 | 14 | 8 | -7
Cc1cc2n(n1)C(c1ccc(N(C)C)cc1)Nc1ccccc1-2 (stereo not drawn) | 1 | i | i | i | 10 | -7 | -276 | -8 | 4 | 4
CCC(COC)NCc1cn(-c2ccc(F)cc2F)nc1-c1ccccc1C (stereo not drawn) | 0 | -3 | 5 | 3 | 2 | 8 | -1 | 9 | 23 | -3
COc1ccc(CCN(C)CCCC(C#N)(c2cc(OC)c(OC)c(OC)c2)C(C)C)cc1OC (stereo not drawn) | -3 | 1 | 8 | 5 | -2 | -10 | 1 | -4 | -2 | -7
C[C@H](CO)N1C[C@H](C)[C@H](CN(C)C(=O)Nc2ccc(F)cc2)Oc2c(NC(=O)c3ccc(-c4nccs4)cc3)cccc2C1=O | 0 | -8 | 14 | -6 | -9 | -2 | 3 | 6 | 31* | 0

Screens: PubChem BioAssay, The Scripps Research Institute Molecular Screening Center
